Screening results: PubChem BioAssay, National Center for Advancing Translational Sciences (NCATS)
TDP1 inh = qHTS Assay for Inhibitors of Tyrosyl-DNA Phosphodiesterase (TDP1); recombinant TDP1, AlphaScreen DNA substrate cleavage; Tyrosyl-DNA phosphodiesterase 1 (Homo sapiens), Q9NUW8; 350,000 tested, 0.28% active; Potency, µM (series often up to 130 µM), inactives show top-dose activity change, negative = inhibition, most hits filed as inhibitors; note: nearly all actives have a fitted effect of over 40% in size
Target sequence (Q9NUW8 whole entry, looked up): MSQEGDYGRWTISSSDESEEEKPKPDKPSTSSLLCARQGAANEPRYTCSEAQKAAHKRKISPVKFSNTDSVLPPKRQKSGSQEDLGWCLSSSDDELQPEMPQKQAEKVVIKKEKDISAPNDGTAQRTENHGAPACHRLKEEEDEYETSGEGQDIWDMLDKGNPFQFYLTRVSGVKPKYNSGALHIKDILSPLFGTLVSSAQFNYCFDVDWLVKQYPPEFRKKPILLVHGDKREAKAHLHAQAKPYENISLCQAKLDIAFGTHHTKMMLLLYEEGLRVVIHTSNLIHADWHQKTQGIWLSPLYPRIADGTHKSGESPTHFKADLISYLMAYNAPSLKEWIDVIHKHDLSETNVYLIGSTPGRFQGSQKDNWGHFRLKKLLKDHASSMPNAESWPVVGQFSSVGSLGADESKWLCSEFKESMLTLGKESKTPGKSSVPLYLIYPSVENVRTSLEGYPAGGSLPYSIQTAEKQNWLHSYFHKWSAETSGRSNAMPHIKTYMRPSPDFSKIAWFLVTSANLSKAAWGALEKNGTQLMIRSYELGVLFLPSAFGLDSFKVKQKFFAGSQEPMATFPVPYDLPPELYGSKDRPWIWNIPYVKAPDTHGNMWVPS
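Enzyme-compound mixtures sat 15 min at room temperature, followed by a 5 min reaction with 15 nM final substrate and 10 min with AlphaScreen beads. Recombinant human Tdp1 was used at 1 nM final.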
N370S GC mod = qHTS Assay for Inhibitors and Activators of N370S glucocerebrosidase as a Potential Chaperone Treatment of Gaucher Disease | Lysosomal acid glucosylceramidase (Homo sapiens), P04062 | N370S GC spleen homogenate, 4MU-glucoside fluorescence | Potency, µM (doses to about 59.4 µM), for the others: at the top dose activity change, negative = inhibition, actives largely listed as inhibitors | 330,000 tested, 0.092% active | AID 2101, 2009;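 note: 0% = full enzyme activity and -100% = no enzyme basal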
FEN1 inh = qHTS Assay for the Inhibitors of Human Flap endonuclease 1 (FEN1); Potency, µM (top dose mostly 114 µM), for the others: top-dose activity change, negative = inhibition, actives largely listed as inhibitors; AID 588795, 2011; Recombinant FEN1 flap cleavage, fluorescence, 15 min; P39748; 390,000 tested, 0.35% active; note: nearly all actives have a fitted effect of over 65% in size
Target sequence (P39748 whole entry, looked up): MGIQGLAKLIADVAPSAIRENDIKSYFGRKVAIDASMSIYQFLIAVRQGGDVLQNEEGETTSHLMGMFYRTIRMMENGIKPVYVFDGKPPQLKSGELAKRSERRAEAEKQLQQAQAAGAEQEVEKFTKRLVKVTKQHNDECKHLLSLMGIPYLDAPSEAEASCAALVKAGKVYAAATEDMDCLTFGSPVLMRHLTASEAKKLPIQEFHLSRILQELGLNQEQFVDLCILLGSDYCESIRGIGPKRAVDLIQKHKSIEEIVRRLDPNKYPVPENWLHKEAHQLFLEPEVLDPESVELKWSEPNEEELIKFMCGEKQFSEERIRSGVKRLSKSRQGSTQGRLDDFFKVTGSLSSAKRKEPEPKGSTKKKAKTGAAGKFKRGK
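Read-out was taken twice, immediately and after 15 min, following addition of 50 nM substrate to 10 nM FEN1 that had sat with test compound for 15 min at room temperature. Curves came from a four-parameter Hill model.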
An asterisk follows results filed as active; ? = inconclusive; . = no result given; & = joins results of further samples; [ ] = remark or other dose. Calls come from the whole dose curve; as a rule, active = well fitted curve in the direction sought with a large enough effect; inconclusive = small, poorly fitted or top-dose-only effect, or another doubt; inactive = no such curve, though single readings can be large; an effect the other way counts as inactive or inconclusive. Unless noted, % is set by controls: 0 for no effect and ±100 for the full control effect; potency is the fitted concentration of half-maximal effect. Rows were taken by chance, and some 0.53% of all compounds hit somewhere here.

SMILES | TDP1 inh | N370S GC mod | FEN1 inh
Cc1ccc(C(=O)C2=C(O)C(=O)N(Cc3cccnc3)C2c2ccc(OC(C)C)cc2)o1 (stereo not given) | 3% | -2% | -30%
O=C(Cl)c1c(Cl)cccc1Cl | 13% | -3% | .
CC(C)(C)NCc1cc2ccccc2[nH]c1=O | -4% | 1% | 3%
O=C(NCc1cccc(C(F)(F)F)c1)C1CC(c2cccc(F)c2)=NO1 (stereo not given) | 2% | 5% | -23%
O=S(=O)(Nc1cccc(-c2cn3c(n2)SCC3)c1)c1ccc(F)cc1F | 9% | 3% | -2%
CC1(C)CC(=O)C2=C(C1)NCN(Cc1ccc3c(c1)OCO3)C2 | -3% | 3% | 2%
COc1ccc(C(C)=O)c(Oc2cc(NN3CCCCC3)c([N+](=O)[O-])cc2[N+](=O)[O-])c1 | . | 3% | 9%
COc1ccc([N+](=O)[O-])cc1NC(=O)COC(=O)Cc1cc(OC)c(OC)c(OC)c1 | 0% | 3% | -4%
Cc1nc(C)c(CC(=O)N/N=C/c2ccc(O)cc2)c(=O)[nH]1 | 1% | -2% | 0%
Cc1cc(NC(=O)c2cc3n(n2)C(C(F)(F)F)CC(c2ccc(Cl)c(Cl)c2)N3)no1 (stereo not given) | 0% | -7% | 2%
C=CCSc1cc(C)nc2c(-c3ccc(Cl)cc3)c(C)nn12 | 4% | 19% | 10%
COc1cccc2[nH]c3c(N4CCC5(CC4)OCCO5)ncnc3c12 | 4% | 4% | -3%
COC(=O)c1oc2c(c1C)C(=O)CCC2 | 2% | -25% | -9%
COc1cccc(N2CCN(C(=O)c3c4c(nc5ccccc35)C(=O)N(C3CCCCC3)C4)CC2)c1 | 10% | . | -5%
COCCCn1c(C)nc2c(c1=O)c1nc3ccccc3nc1n2CCc1ccccc1 | 0% | 11% | -10%
COc1ccc(S(=O)(=O)N2CCOCC2)cc1NC(=O)/C=C/c1ccc(F)cc1 | 0% | -4% | -16%
O=S(=O)(c1ccc(Cl)cc1)N1CCc2ccccc21 | . | 0% | -13%
N#Cc1cn(Cc2ccccc2)c2ccccc12 | . | ? | -15%
COc1ccc2nc(/C(C#N)=C\c3ccc(C(=O)O)cc3)[nH]c2c1 | 3% | -12% | -19%
Cc1ccccc1NC(=O)/C(C#N)=C\c1cc(C)n(-c2ccc(C(=O)O)cc2)c1C | . | -12% | -7%
O=C(c1ccc(Cl)cc1)N1CCC(O)(CSc2ccc(Cl)cc2Cl)CC1 | 3% | 8% | -21%
CCC(=O)N(CCc1ccccc1C)Cc1cc2cc3c(cc2[nH]c1=O)OCO3 | 0% | 2% | -4%
O=S(=O)(NCCN1CCCC1)c1ccc(C(F)(F)F)cc1 | . | -4% | 3%
Cc1ccnc(Nc2nc(-c3ccccc3)cs2)c1 | 3% | 2% | 25%
CNC(=O)c1c(NC(=O)c2ccc(S(=O)(=O)N3CCCc4ccccc43)cc2)sc2c1CCN(C)C2 | . | -2% | -8%
COc1ccc(/C=C(\NC(=O)c2ccccc2)C(=O)N/N=C/c2sccc2C)cc1 | 2% | 9% | -2%
CCNC(=S)N/N=C/c1cccc(C)c1 | -8% | 5% | -1%
Cc1ccc(OCC(=O)NCCCNC(=O)c2ccco2)cc1C | 11% | 3% | 16%
CCCCc1nc(S(=O)(=O)c2ccc(Cl)cc2)c(N2CCOCC2)o1 | 9% | -8% | -1%
CC1CCCC(C)N1C(=O)COC(=O)c1ccc(Br)c(S(=O)(=O)N2CCOCC2)c1 (stereo not given) | 1% | . | 11%
O=C(O)CSc1c2c(nc3cc(C(=O)NCCN4CCOCC4)ccc13)CCC2 | . | -2% | 2%
COc1cc(C(=O)Nc2cccc3ncccc23)cc(OC)c1OC | -11% | 0% | 12%
CCOc1cc(C=O)ccc1OCCSc1ccc(Cl)cc1 | . | -8% | -25%
O=C(O)[C@]1(S(=O)(=O)c2ccccc2)C[C@@H]2ON=C(c3cccc(Br)c3)[C@@H]2C1 | . | 6% | -4%
Cc1c(S(=O)(=O)N2CCN(c3cccc(C(F)(F)F)c3)CC2)c(=O)n(C)c(=O)n1C | -1% | 3% | 6%
COc1ccccc1NC(=O)COC(=O)c1ccccc1C(=O)N1CCN(c2ccccc2)CC1 | 7% | -8% | 2%
Cc1ccc(N(C(=O)C2CCC(=O)N2)C2(C(=O)NC3CCCC3)CCCCC2)cc1 (stereo not given) | -2% | 3% | -13%
CCCCN1C(=O)C(=O)N(CC(=O)c2ccc3c(c2)OCO3)C1=O | 1% | -4% | 0%
Cc1cccc(C(=O)NCCCN(C)CCCNC(=O)c2cccc(C)c2)c1 | . | -3% | 3%
Cc1cc(OCCN2CCOCC2)ccc1C(C)C | . | -4% | -3%
CCOC(=O)c1cnc(N2CCN(c3ccccc3)CC2)[nH]c1=O | . | 4% | -1%
C=CCOC(=O)N[C@@H](CC(C)C)/C(C(=O)OC)=C(\C)NCc1ccccc1 | -6% | 4% | .
CC(=O)Oc1ccc(/C=c2\sc3ncnn3c2=O)cc1 | 0% | -4% | 1%
Cc1cn2c(=O)cc(COC(=O)c3cccc(NC(=O)COc4ccccc4C)c3)nc2s1 | -4% | . | 1%
O=C(Oc1ccc(/C=N/n2cnnc2)cc1)c1cccc([N+](=O)[O-])c1 | 0% | -20% | -4%
S=c1[nH]nc(-c2ccc(Cl)cc2)n1/N=C/c1cccs1 | . | 11% | 8%
CCN1C(=O)[C@@H]2Cc3c([nH]c4ccccc34)C(c3cc(OC)c(OC)c(OC)c3)N2C1=S (stereo not given in full) | . | 12% | -29%
O=C(NC(=S)N1CCOCC1)c1cn(-c2ccccc2)nc1-c1ccccc1 | 1% | . | -13%
COc1ccc(C(C(=O)NC2CCCC2)N(Cc2cccnc2)C(=O)c2snc(C(N)=O)c2N)cc1OC (stereo not given) | . | 3% | -5%
O=S(=O)(c1ccccc1)N(Cc1nc(-c2ccccc2)no1)C1CCCCC1 | -1% | 22% | -4%
Oc1ccc2oc3c(c2c1)CCCC3 | -2% | 6% | 12%
COC(c1ccccc1)c1nnc(CCC(=O)N(C)CCCC2CCCC2)o1 (stereo not given) | 3% | 6% | -4%
Cc1ccc(C)c(N2C(=O)c3cc(N4CCOCC4)c([N+](=O)[O-])cc3C2=O)c1 | 9% | -11% | -6%
C[C@@]1(C(NC(=O)c2cccs2)c2ccc(-c3ccccc3)cc2)C[C@H]1C1CCCCC1 (stereo not given in full) | 3% | 9% | .
CCn1c(-c2ccco2)n[nH]c1=S | . | ? | -1%
O=C1[C@@H]2C(c3ccccc3Cl)=NO[C@@H]2C(=O)N1Cc1ccccc1 | 6% | 3% | -4%
CC(C)=CCC/C(C)=C/Cc1c(O)ccc(C(=O)/C=C/c2ccc(O)cc2)c1O | 5% | -18% | ?
CC1=C(c2ccc(C)cc2)S(=O)(=O)N=C1N1CCN(c2ccccc2)CC1 | 9% | . | -10%
CCC(C(=O)OC)n1cnc2c(nnn2-c2ccc(F)cc2)c1=O (stereo not given) | . | -11% | 17%
CCOC(=O)c1c(NC(=O)COC(=O)c2nc(Cl)ccc2Cl)sc2c1CCC2 | 5% | 30% | -2%
(more compounds)
SMILES | TDP1 inh | N370S GC mod | FEN1 inh
COc1ccc(NC(=O)CSc2nnc(Cc3cccs3)n2-c2ccc(C)cc2)cc1 | 7% | -18% | -17%
CCN(CC)c1ccc(C(=O)NC(=S)N2CCN(Cc3ccc4c(c3)OCO4)CC2)cc1 | 8% | ? | -22%
O=[N+]([O-])c1cccc(-c2nnc(-c3ccc4c(c3)OCO4)o2)c1 | 11% | 2% | 2%
CC[C@H](C)[C@H](NC(=O)c1ccccc1)C(=O)Nc1ccc(S(=O)(=O)Nc2cc(C)nc(C)n2)cc1 | 4% | 5% | 4%
Cc1ccc(Cl)cc1NC(=O)C(NS(=O)(=O)c1cccs1)c1ccccc1 (stereo not given) | -1% | 10% | -12%
CSc1cccc(NC(=O)CN(c2ccc(C)cc2C)S(C)(=O)=O)c1 | 4% | ? | -22%
COc1ccc(C(=O)NNC(=O)CN2CCN(c3nc(-c4ccccc4)cs3)CC2)cc1 | -3% | 7% | 2%
Cc1ccccc1-n1c(SCC(=O)NCC2CCCO2)nnc1-c1ccncc1 (stereo not given) | -1% | . | 3%
Cc1nn(Cc2cccc(C(=O)NC34CC5CC(CC(C5)C3)C4)c2)c(C)c1Br | 7% | ? | -4%
CC(C)CCNC(=O)c1cc(Sc2ccc(F)cc2F)nc2ccccc12 | 3% | . | -3%
CC(=O)NCCNc1ncnc2ccc(-c3ccc(C(=O)N(C)C)cc3)cc12 | 12%[56.1 µM] | 9% | .
O=S(=O)(ON(c1ccccc1)S(=O)(=O)c1ccccc1)c1ccccc1 | 3% | 25% | -1%
COc1cccc(CNC(=O)c2cc(S(=O)(=O)N3CCCCCC3)cn2C)c1 | -3% | . | 0%
CC1(C)CC(=O)C=C(NNC(=O)c2ccccc2O)C1 | 4% | 9% | 4%
CCN1C/C(=C/c2sccc2C)c2nc3ccccc3c(C(=O)O)c2C1 | 2% | -12% | 9%

An excerpt of these results, field by field.
CC(C)CCNC(=O)c1cc(Sc2ccc(F)cc2F)nc2ccccc12
- TDP1 inh: 3%
- N370S GC mod: .
- FEN1 inh: -3%
CC(=O)NCCNc1ncnc2ccc(-c3ccc(C(=O)N(C)C)cc3)cc12
- TDP1 inh: 12%[56.1 µM]
- N370S GC mod: 9%
- FEN1 inh: .
O=S(=O)(ON(c1ccccc1)S(=O)(=O)c1ccccc1)c1ccccc1
- TDP1 inh: 3%
- N370S GC mod: 25%
- FEN1 inh: -1%
COc1cccc(CNC(=O)c2cc(S(=O)(=O)N3CCCCCC3)cn2C)c1
- TDP1 inh: -3%
- N370S GC mod: .
- FEN1 inh: 0%

(listing goes on)
SMILES | TDP1 inh | N370S GC mod | FEN1 inh
COc1cc(/C=C2\CC(C(C)(C)C)C/C(=C\c3cc(OC)c(OC)c(OC)c3)C2=O)cc(OC)c1OC (stereo not given) | . | -25% | ?
O=C1c2ccccc2C(=O)N1CCn1c(=O)oc2ccccc21 | 6% | 24% | 9%
O=C(CCN1CCCCCC1)Nc1cccc(F)c1 | 5% | 1% | -1%
CCOc1ncccc1C(=O)NCc1ccc(C)cc1 | 3% | -21% | -10%
CCCCc1cc(=O)oc2c(CN(C)C)c(O)c(Cl)cc12 | 5% | ? | -3%
CN(C)c1ccc(C(=O)NNC(=O)C23CC4CC(CC(C4)C2)C3)cc1 | 1% | . | 8%
CCCSc1nc(=O)n2cccc(C)c2n1 | 5% | 3% | -14%
COc1ccc([C@H]2C=C3CN(C(=O)OC(C)(C)C)S(=O)(=O)[C@H]3C[C@H]2OC(=O)c2cccs2)cc1 | . | 0% | 12%
O=C(CN1CCc2cc3c(cc2C1)OCCCO3)Nc1ccc(F)cc1 | 4% | -3% | -7%
CC/C=C/C(=O)N1CC2(CC(c3cccc(NC(=O)CC)c3)=NO2)C[C@H]1C(N)=O (stereo not given in full) | -1% | 1% | 5%
COC(=O)c1ccccc1NC(=O)CN(c1ccc(OC)cc1)S(C)(=O)=O | 0% | 13% | 12%
Cc1ccc(-c2nc(CS(=O)(=O)CC(=O)N3CCCCCC3)c(C)o2)cc1 | 5% | 4% | 6%
CC(C)n1cnc2c(Nc3cccc(Cl)c3)nc(NCCCO)nc21 | 6% | -25% | ?
O=C(CN1CCSCC1)N/N=C/c1ccc(F)cc1 | 1% | 0% | 2%
COc1cccc(-c2cccc(NC(=O)C3CCN(Cc4nccs4)CC3)c2)c1 | 1% | -1% | -7%
O=C(C1COc2ccccc2O1)N1CCN(c2ccccc2F)CC1 (stereo not given) | 2% | 1% | -14%
CCOc1ccc(-c2c(C(=O)N/N=C/c3ccoc3)nnn2-c2nonc2N)cc1 | -3% | -10% | 16%
N=c1oc2cc(O)ccc2cc1C(=O)Nc1ccc(Br)cc1 | . | ? | 1%
O=C(NNC(=S)NC1CC2CCC1C2)c1ccc(Cl)cc1 (stereo not given) | 10% | 13% | 13%
CC(C)CCNC(=O)CC1C(=O)N(Cc2ccccc2)C(C)c2nc3ccccc3n21 (stereo not given) | 1% | . | -12%
Cc1c(NC(=O)c2cc3ccccc3c(=O)s2)c(=O)n(-c2ccccc2)n1C | 5% | 2% | 6%
COc1ccc(Nc2cc(C(=O)NC3CCCC3)c3ccccc3n2)c(OC)c1 | 9%&0% | -3% | -2%&18%

Entries of single compounds from above:
Entry for `N=c1oc2cc(O)ccc2cc1C(=O)Nc1ccc(Br)cc1` : TDP1 inh = .; N370S GC mod = ?; FEN1 inh = 1%
Entry for `O=C(C1COc2ccccc2O1)N1CCN(c2ccccc2F)CC1` (stereo not given) : TDP1 inh = 2%; N370S GC mod = 1%; FEN1 inh = -14%
Entry for `CCOc1ccc(-c2c(C(=O)N/N=C/c3ccoc3)nnn2-c2nonc2N)cc1` : TDP1 inh = -3%; N370S GC mod = -10%; FEN1 inh = 16%
